HCV inh – qHTS Assay for Inhibitors of Hepatitis C Virus (HCV) | 3.4% of 340,000 active | Huh7.5.1 HCVcc-Cre infection, luciferase reporter, 44 h | Potency, µM (series often up to 41.8 µM), without a hit: top-dose activity change, negative = inhibition, hits mostly inhibitors; also: potency is read from the fitted curve at half-maximal effect
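Reporter virus HCVcc-Cre (~0.5 moi) infects cells exposed to compound; seeding density 1,000 cells/well with 4 h settling beforehand. Luminescence, 15 sec read, taken 44 h post-infection following a 15 min RT substrate incubation.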
HCMV antiviral – qHTS Assay for inhibitors of the human cytomegalovirus (HCMV). 4.5% of 410,000 active. AID 1259415, 2018. HFF cells, HCMV-luciferase reporter, 72 h; hits give low values. activity change, negative = inhibition, % at 57.5 µM; in the data active = activity change below about -60%; inconclusive = no clear call, values can overlap the other calls; inactive = above about -39%
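Human foreskin fibroblasts infected with luciferase-reporter HCMV at MOI 1 PFU/cell, compounds at two doses. Luciferase measured 72 h post infection; normalized to buffer-only basal and Salinomycin (10uM) controls.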
Sm TGR inh – qHTS Assay for the Inhibitors of Schistosoma Mansoni Peroxiredoxins. 3% of 360,000 active. AID 485364, 2010. purified TGR, DTNB reduction, TNB absorbance 405 nm. Potency, µM (highest dose often 114 µM), inactives show at the highest dose activity change, negative = inhibition, actives largely listed as inhibitors; also: potency is read from the fitted curve at half-maximal effect; nearly all actives have a fitted effect of over 60% in size
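First, TGR (20 nM dispensed) and NADPH were mixed with compound. Second, a 15 min room-temperature incubation followed. Third, further NADPH and then DTNB were added to start the reaction. Finally, TNB absorbance was monitored kinetically.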
AmpC detergent – qHTS Inhibitors of AmpC Beta-Lactamase (assay with detergent); Potency, µM (series often up to 114 µM), for the others: top-dose activity change, negative = inhibition, most hits filed as inhibitors; AID 485294, 2010; 0.041% of 370,000 active; AmpC hydrolysis of nitrocefin, absorbance 480 nm, 0.01% Triton;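 also: potency is read from the fitted curve at half-maximal effect; 0% = no-compound wells and -100% = no-enzyme wells; nearly all actives have a fitted effect of over 25% in size; some results filed as inactive show a strong effect at the top dose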
Target sequence (P00811 whole entry, looked up): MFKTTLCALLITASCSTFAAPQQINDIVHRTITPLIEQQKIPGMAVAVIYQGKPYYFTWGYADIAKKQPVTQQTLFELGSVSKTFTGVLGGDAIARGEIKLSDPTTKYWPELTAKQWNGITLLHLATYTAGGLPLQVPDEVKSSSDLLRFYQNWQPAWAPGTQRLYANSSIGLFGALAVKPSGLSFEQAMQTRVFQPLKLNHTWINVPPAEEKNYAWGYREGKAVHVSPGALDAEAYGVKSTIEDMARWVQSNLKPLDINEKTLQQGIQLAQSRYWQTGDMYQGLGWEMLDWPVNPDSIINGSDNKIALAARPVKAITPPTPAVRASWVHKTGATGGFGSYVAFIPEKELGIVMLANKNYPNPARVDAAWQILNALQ
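20 mM phosphate pH 7.0 + 0.01% (detergent screen) or 0.0001% Triton X-100; 5.3 nM AmpC reagent; cpd preinc 15 min RT; nitrocefin (800 uM stock) to start; A480 q20 s × 4 min; Activity was normalised to no-enzyme and no-compound control wells.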
AMA1-RON2 inh – qHTS for Inhibitors of AMA1-RON; Towards Development of Antimalarial Drug Lead: Primary Screen; Plasmodium falciparum AMA1 (3D7) - RON2 peptide interaction; AlphaScreen AMA1-biotinylated RON2 peptide binding; Potency, µM (titrated, usually from 58.2 µM), inactives show at the highest dose activity change, negative = inhibition, hits mostly inhibitors; 0.2% of 360,000 active; AID 720542, 2013;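 also: potency is read from the fitted curve at half-maximal effect; 0% = vehicle wells and -100% = peptide control; nearly all actives have a fitted effect of over 45% in size; some results filed as inactive show a strong effect at the top dose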
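AMA1 (3D7) with his tag at 25 nM final met compounds first, then biotinylated RON2 peptide at 25 nM; detection used donor plus acceptor beads, 10 µg/mL apiece, read by AlphaScreen after 30 min at room temperature.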
FBPA Giardia inh – qHTS Assay for Inhibitors of Fructose-1,6-bisphosphate Aldolase from Giardia Lamblia. A8B2U2. purified Giardia FBPA. Potency, µM (top dose mostly 59.6 µM), without a hit: at the highest dose activity, negative = inhibition, actives largely listed as inhibitors. 0.71% of 290,000 active. AID 2451, 2010; also: potency is read from the fitted curve at half-maximal effect; nearly all actives have a fitted effect of over 55% in size
Target sequence (A8B2U2 whole entry, looked up): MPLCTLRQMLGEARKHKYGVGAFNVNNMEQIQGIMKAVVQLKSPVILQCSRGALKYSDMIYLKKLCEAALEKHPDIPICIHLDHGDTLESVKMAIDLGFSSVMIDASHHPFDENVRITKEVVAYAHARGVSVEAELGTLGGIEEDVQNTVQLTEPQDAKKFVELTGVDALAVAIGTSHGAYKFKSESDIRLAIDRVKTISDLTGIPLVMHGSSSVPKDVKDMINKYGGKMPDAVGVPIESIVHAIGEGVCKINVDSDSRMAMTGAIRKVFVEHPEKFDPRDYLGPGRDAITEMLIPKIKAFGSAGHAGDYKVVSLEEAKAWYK
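40 nM FBPA preincubated 10 min at RT with compound (up to 57.5 uM final), then substrate plus GAPDH/TPI/NAD/arsenate coupling and diaphorase/resazurin added. Fluorescence read after 20 min at RT, 525/598 nm.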
An asterisk follows results filed as active; ? = inconclusive; nt = no result given; & = joins results of further samples; [ ] = another dose, or the depositor's remark. Unless noted, calls follow the shape of the dose curve; as a rule, active = well fitted curve in the direction sought with a large enough effect; inconclusive = small, poorly fitted or top-dose-only effect, or another doubt; inactive = no such curve, though single readings can be large; an effect the other way counts as inactive or inconclusive. Unless noted, % is scaled to controls: 0 for no effect and ±100 for the full control effect.

SMILES	HCV inh	HCMV antiviral	Sm TGR inh	AmpC detergent	AMA1-RON2 inh	FBPA Giardia inh
O=C(CCc1nnc(-c2ccccc2)o1)NCc1c(F)cccc1F	25%	-26	-1%	1%	1%	3%
CCOC(=O)C(=O)N(Nc1ccccc1C)c1ccccc1C	6%	?	-21%	-8%	-1%	-17%
O=c1onc(-c2ccc(Cl)cc2)n1Cc1ccc(F)cc1	13%	-28	-8%	?	20%	-2%
COC(=O)c1sccc1NC(=O)Cc1ccc(Br)cc1	-16%	-27	-7%	?	5%	10%
O=C(CCNC(=O)OCc1ccccc1)NC1CCCCCC1	10%	-37	1%	-12%	46%[activator]	-1%
COc1ccc(Nc2nc3ccccc3c(=O)s2)c(OC)c1	-7%	-31	2%	?	95%[activator]	-15%
CNC(=O)CC1C(=O)N(Cc2ccccc2)C(=S)N1NC(=O)c1cccc(F)c1 (stereo unspecified)	16%	?	-3%	-13%	46%[activator]	-20%
N#CC(Nc1ccccc1)c1ccccc1OCc1ccccc1 (stereo unspecified)	-5%	-22	-9%	-10%	-3%	-8%
O=S1c2ccccc2Nc2ccccc21	15%	-16	0%	-6%	-4%	nt
Cc1c(NC(=O)C(C)C)cccc1-c1nc2ncccc2o1	8%	-16	-5%	0%	8%	10%
CCNC(=O)NC1(C(=O)Nc2ccc3c(c2)CCC3)CCCCC1	7%	60	?	3%	72%[activator]	0%
C=CCn1c(C)cc(C(=O)COC(=O)/C=C/c2ccc(OC)cc2)c1C	?	15	43%[activator]	2%	-7%	-2%
Cc1ccc(-n2cc(CNCCCn3ccnc3C)c(-c3ccc(F)cc3)n2)cc1	?	-82*	-6%	-1%	-15%	0%
CC(=O)c1ccc(NC(=O)CSc2cn(CC(=O)N(C(C)C)C(C)C)c3ccccc23)cc1	nt	-38	-9%	-4%	nt	nt
COc1ccc(-n2ncc3c(N4CCN(Cc5ccccc5)CC4)ncnc32)cc1	?	-95*	14%	?	?	-2%
COc1ccc(C(=O)N2CCCC(CCC(=O)NCc3ccc(F)c(F)c3)C2)cc1F (stereo unspecified)	-12%	1	nt	-3%	5%	1%
COC(=O)Nc1ccc(S(=O)(=O)Nc2cc(C(F)(F)F)c[nH]c2=O)cc1	21%	12	-1%	-13%	8%	-12%
CCCCCn1c(CN2CCN(c3ccc(OC)cc3)CC2)nc2c1c(=O)[nH]c(=O)n2C	nt	-4	3%	14%	nt	nt
CCn1c(C(=O)NCc2ccccc2C)cc2oc3ccccc3c21	nt	-82*	-5%	-3%	nt	nt
C=CCNC(=O)N1CCC(n2nccc2NC(=O)CCCc2ccccc2)CC1	18%	?	7%	-10%	0%	nt
C/C(=N\NC(=O)c1cccc(N/N=C(\C)c2ccco2)c1)c1ccco1	-19%	-22	-28%	1%	57%[activator]	-14%
CC1=C(C(=O)N2CCN(c3cccc(C)c3C)CC2)C2(CCCCC2)OC1=O	nt	-18	1%	21%	nt	nt
CC(=O)Nc1cc(C(N)=O)c(Cl)cc1Cl	5%	5	-18%[11.4 µM]	-10%	1%	0%
Cc1ccc(CC2CC(=O)N(c3nc4ccccc4s3)C2=O)cc1 (stereo unspecified)	-1%	-2	9%	6%	-2%	2%
CCOC(=O)c1cc2sccc2n1CC(=O)N1CCCC1	19%	-25	0%	?	2%	-1%

Arranged by formula weight (largest number first): 13 of the compounds above
SMILES	HCV inh	HCMV antiviral	Sm TGR inh	AmpC detergent	AMA1-RON2 inh	FBPA Giardia inh
CC(=O)c1ccc(NC(=O)CSc2cn(CC(=O)N(C(C)C)C(C)C)c3ccccc23)cc1	nt	-38	-9%	-4%	nt	nt
COc1ccc(C(=O)N2CCCC(CCC(=O)NCc3ccc(F)c(F)c3)C2)cc1F (stereo unspecified)	-12%	1	nt	-3%	5%	1%
Cc1ccc(-n2cc(CNCCCn3ccnc3C)c(-c3ccc(F)cc3)n2)cc1	?	-82*	-6%	-1%	-15%	0%
C=CCNC(=O)N1CCC(n2nccc2NC(=O)CCCc2ccccc2)CC1	18%	?	7%	-10%	0%	nt
COC(=O)c1sccc1NC(=O)Cc1ccc(Br)cc1	-16%	-27	-7%	?	5%	10%
C=CCn1c(C)cc(C(=O)COC(=O)/C=C/c2ccc(OC)cc2)c1C	?	15	43%[activator]	2%	-7%	-2%
C/C(=N\NC(=O)c1cccc(N/N=C(\C)c2ccco2)c1)c1ccco1	-19%	-22	-28%	1%	57%[activator]	-14%
O=C(CCc1nnc(-c2ccccc2)o1)NCc1c(F)cccc1F	25%	-26	-1%	1%	1%	3%
CCn1c(C(=O)NCc2ccccc2C)cc2oc3ccccc3c21	nt	-82*	-5%	-3%	nt	nt
CCNC(=O)NC1(C(=O)Nc2ccc3c(c2)CCC3)CCCCC1	7%	60	?	3%	72%[activator]	0%
O=C(CCNC(=O)OCc1ccccc1)NC1CCCCCC1	10%	-37	1%	-12%	46%[activator]	-1%
COc1ccc(Nc2nc3ccccc3c(=O)s2)c(OC)c1	-7%	-31	2%	?	95%[activator]	-15%
CC(=O)Nc1cc(C(N)=O)c(Cl)cc1Cl	5%	5	-18%[11.4 µM]	-10%	1%	0%

Next structures:
SMILES	HCV inh	HCMV antiviral	Sm TGR inh	AmpC detergent	AMA1-RON2 inh	FBPA Giardia inh
COc1cccc(-c2nn(C)c3sc(C(=O)NCc4cc(OC)ccc4OC)cc23)c1	nt	-24	7%	6%	nt	nt
Cc1cc(C)nc(-n2nc(C)c(Oc3ccccc3O)c2C)n1	5%	-16	0%	-5%	-1%	0%
COc1cccc(-c2csc(NC3OC(=O)c4c3ccc(OC)c4OC)n2)c1 (stereo unspecified)	-27%	16	40µM*	-6%	-13%	0%
NS(=O)(=O)c1ccc(NC(=O)CN2CCCc3ccccc32)cc1	9%	16	-29%	-1%	0%	-10%
O=C(CSc1nnc(Cn2nnc3ccccc32)o1)Nc1ccc(Cl)cc1	12%	-10	-5%	?	25%	0%
CCN(CC)S(=O)(=O)c1cc(C)c(C)cc1OCC(=O)NC1CCCC1	?	-31	0%	3%	7%	nt
Cc1ccccc1C(=O)Nc1ccc(O)c2c(=O)cc(-c3ccccc3Cl)oc12	-2%	-12	-21%	-5%	0%	3%&4%
O=C(CCc1nc2ccccc2[nH]c1=O)OCc1ccc(S(=O)(=O)N2CCOCC2)cc1	10%	-24	0%	-13%	-4%	-2%
CCOc1ccc(N=Nc2c(C)noc2C)cc1	5%	13	-2%	3%	2%	-3%
Cc1cc(C)n(C(=O)CCCn2cc([N+](=O)[O-])cn2)n1	25%	3	-5%	3%	-20%	0%
CCNc1nc(NC(C)(C)C)nc(N(C#N)CC)n1	-11%	20	0%	-13%	2%	2%
O=C(Nc1cc(-c2nc3ccccc3o2)ccc1Cl)c1cc([N+](=O)[O-])ccc1N1CCOCC1	nt	17	-1%	-1%	nt	nt
COC(=O)CSc1nc(N)c(C#N)c(-c2ccco2)c1C#N	-8%	-16	?	1%	1%	-22%
COc1ccccc1OCc1nnc(SCC(=O)NCc2ccco2)n1Cc1ccco1	-5%	-15	16µM*	?	8%	-13%
CC(=O)c1ccc(S(=O)(=O)N(C)CC(=O)Nc2cccc(S(=O)(=O)N3CCCC3)c2)cc1	?	-3	nt	nt	-6%	nt
Cc1cc(C)c(C)c(OCCOCCN2CCOCC2)c1	-21%	-1	-4%	1%	-3%	-2%
COC(=O)c1ccc(Cn2nc(-c3ccc(C)c(C)c3)ccc2=O)cc1	7%	24&6	-3%&-5%	-1%&19%	-10%	3%
O=C(Oc1ccccc1)c1cccc(N2C(=O)CCC2=O)c1	-3%	18	0%	-13%	3%	0%
CCCC1(CCC)C(=O)NC(=NCc2ccccc2)NC1=O	?	-30	0%	?	-1%	1%
CC(=O)OCC1OC(n2ncc(=O)n(Cc3ccccc3)c2=O)C(OC(C)=O)C1OC(C)=O (stereo unspecified)	15%	-1	9%	3%	-7%	0%
Cc1ccc(C(=O)NCC(=O)OC(C)C(=O)Nc2ccccc2[N+](=O)[O-])s1 (stereo unspecified)	2%	-14	nt	nt	-2%	nt
O=C(O)c1ccccc1CSc1ncccc1C(=O)O	-7%	?	35%	9%	12%	?
COc1cccc(NC(=O)CC2(CC(=O)O)CCCC2)c1	-20%	18	-11%	?	-5%	3%
COC(=O)C1=C(C(=O)OC)N2C=CC=CC2(C)C(C(=O)OC)=C1C(=O)OC (stereo unspecified)	20%	22	-2%	-3%	-1%	-7%
CC1CCCCC1NC(=O)CCNS(=O)(=O)c1ccc(Cl)cc1 (stereo unspecified)	5%	-14	-13%	3%	-5%	-4%

A few values from the entries so far.
`O=C(CCc1nc2ccccc2[nH]c1=O)OCc1ccc(S(=O)(=O)N2CCOCC2)cc1` @ HCMV antiviral: -24
`COC(=O)c1ccc(Cn2nc(-c3ccc(C)c(C)c3)ccc2=O)cc1` @ AmpC detergent: -1%&19%

Later entries.
SMILES	HCV inh	HCMV antiviral	Sm TGR inh	AmpC detergent	AMA1-RON2 inh	FBPA Giardia inh
Cc1ccc(C(=O)NCCc2ccncc2)cc1	18%	15	-11%	-11%	2%	3%
CC1(C)CC(=O)c2sc(NS(=O)(=O)c3ccc(F)cc3)nc2C1	7%	0	-27%	3%	-27%	9%
O=C(CN(C(=O)CCC(=O)Nc1nccs1)c1ccc(F)cc1)NCC1CCCO1 (stereo unspecified)	1%	53	?	-3%	-3%	1%
C=CC[C@@H](Cc1ccc(F)cc1)C(=O)OC[C@@H]1CCCN1C(=O)[C@@H](CC=C)CC(=O)NCCO	-5%	-25	nt	nt	5%	nt
COC(=O)c1c(N2C(=O)[C@H]3[C@@H](C2=O)[C@]2(C(=O)Nc4c(C)cc(C)cc42)N2CCC[C@@H]32)sc(C)c1C	-28%	32	-19%	-12%	-5%	-13%
O=[N+]([O-])c1ccc2c(c1)nc1n2CCN(C2CCCCC2)C1	?	4	35µM*	-1%	0%	-3%
O=C(Nc1ccccc1C(F)(F)F)c1ccc(CN2CCC(Cc3ccccc3)CC2)cc1	?	2	10%	-6%	-6%	-4%
COc1ccc(C(=O)c2cc3ccc(O)cc3oc2=O)cc1	-1%	9	5%	-13%	0%	20%
CCOC(=O)c1c(C)[nH]c(C(=O)O)c1C	8%	-10	5%[11.4 µM]	2%	-14%	2%
N#Cc1ccccc1OCC(=O)OCC(=O)NC1CCCCCC1	0%	4	1%	-5%	5%	nt
C/C(=N\O)C(C)(C)NC(=O)Nc1ccc(Cl)cc1	-20%	66	2%	4%	8%	2%
Cc1cc(C)cc(C(=O)N2CC(C)OC(C)C2)c1 (stereo unspecified)	-8%	53	0%	-9%	12%	6%
COc1ccc(OC)c(-n2c(=S)[nH]c3cc(C(=O)NCCCN4CCCC4=O)ccc3c2=O)c1	nt	66	11%	?	nt	-12%
Cc1[nH]n(-c2ccccc2)c(=O)c1/C=N/NC(=O)c1ccc(O)cc1O	6%	nt	50%[activator]	-9%	-59%	-24%
COc1ccc(Br)c(C(=O)NNC(=O)c2ccc(NS(=O)(=O)c3cccs3)cc2)c1	12%	24	-1%	-2%	87%[activator]	nt

From PubChem

Compounds as they come; any-hit rate near 9.3%.
